AID2073 – inhibitors of Mint1-CaV2.2 protein interaction, biochemical, HTRF (AID 2073) | Voltage-dependent N-type calcium channel subunit alpha-1B (Homo sapiens) | HTRF protein-protein interaction, Mint1-CaV2.2; higher % means a stronger effect | inhibition, % at 20 µM; hits with a dose series show IC50 in µM | 0.19% of 290,000 active; in the data active = inhibition mostly above about 51%, no sharp cut-off; note: some results filed as inactive read as strong as hits
Siah-1 displacement – Siah-1 peptide-binding antagonists, primary screen, biochemical, fluorescence polarization, rhodamine-plectin, uHTS (AID 1817). Siah-1 / rhodamine-plectin peptide fluorescence polarization; higher % means a stronger effect. E3 ubiquitin-protein ligase SIAH1 (Homo sapiens). displacement, % at 20 µM; hits with a dose series show IC50 in µM. 0.02% of 290,000 active;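 active = displacement of at least 50% at 20 µM, with a fluorescence ratio check between 0.3 and a set limit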;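 note: plate controls were Siah plus tracer with DMSO for no effect and tracer alone without Siah for full effect; strong numbers were not always called active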
Dynein transport – inhibitors of GR-EGFP nuclear translocation, primary screen, dynein cargo transport inhibitor project, imaging, high-content, 3617.4 mouse cells; z-score, hits read low; test concentration mostly 20 µM; stimulated with dexamethasone, 1 µM; hits give low values; 0.47% of 220,000 active;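 active = plate z-score of nuclear minus cytoplasmic receptor signal below a set negative limit, without overly bright fluorescence or cell loss, cut at about -3.5 in these data, passing the limit was not always enough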;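 note: z-score of nuclear minus cytoplasmic ring GR-EGFP intensity difference per well; some compounds called inactive have numbers as strong as hits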
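Buffer or medium: tet-free, stripped-serum medium; reagent: dexamethasone at 1.0 µM final, 30 min; incubation: 48 h induction, 1 h compound, 30 min dex at 37 °C; measured by: formaldehyde fixation, Hoechst nuclear stain, 10x automated fluorescence imaging; read-out: nuclear-to-cytoplasmic GR-EGFP distribution per well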
human PMI inhibition – inhibitors of human PMI, primary screen, biochemical, fluorescence intensity, coupled assay (AID 1209); 0.42% of 190,000 active; inhibition, % at 20 µM; hits with a dose series show IC50 in µM; purified PMI enzyme, coupled fluorescence intensity; higher % means a stronger effect; Mannose-6-phosphate isomerase (Homo sapiens);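 note: plate controls were DMSO vehicle for no effect and wells lacking substrate for full effect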
PMI inhibition – human PMI inhibitors, high substrate, primary screen, biochemical, fluorescence intensity, high mannose 6-phosphate (AID 1220); Mannose-6-phosphate isomerase (Homo sapiens); recombinant PMI enzyme, coupled fluorescence intensity; higher % means a stronger effect; one-dose inhibition, % at 20 µM; IC50 in µM for titrated hits; 0.66% of 190,000 active
M17LAP inhibition – P. falciparum M17LAP inhibitors, primary screen, biochemical, fluorogenic H-Leu-NHMec substrate, 1536-well (AID 1619); 0.38% of 220,000 active; Leucine aminopeptidase (Plasmodium falciparum (isolate 3D7)); recombinant M17LAP, H-Leu-NHMec fluorogenic kinetic assay; higher % means a stronger effect; one-dose inhibition, % at 30 µM; IC50 in µM for titrated hits;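 active = compound inhibiting the enzyme by more than half at any dose during confirmatory dose-response retesting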;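 note: plate controls were full reaction with DMSO carrier for no effect and no enzyme background for full effect; strong numbers were not always called active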
M1AAP inhibition – P. falciparum M1AAP inhibitors, biochemical, fluorogenic H-Leu-NHMec substrate, 1536-well (AID 1445) | recombinant M1AAP, H-Leu-NHMec fluorogenic kinetic assay; higher % means a stronger effect | inhibition, % at 30 µM, or IC50 in µM where a hit was titrated | 0.42% of 220,000 active;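 active = primary inhibition above the hit cutoff, then over 50% inhibition at one or more dose response concentrations, cut at about 23% in these data, passing the limit was not always enough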;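 note: plate controls were DMSO full reaction for no effect and no enzyme background for full effect; strong numbers were not always called active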
XIAP antagonists – XIAP antagonists, biochemical, IAP family, fluorescence polarization (AID 1018). 0.007% of 200,000 active. displacement, % at 20 µM; hits with a dose series show IC50 in µM. XIAP BIR domain, fluorescence polarization peptide displacement; higher % means a stronger effect; in the data active = displacement above about 50%; note: a part of the inactive calls stands beside numbers as strong as those of hits
LYP inhibition – inhibitors of LYP phosphatase, biochemical, fluorescence intensity, uHTS (AID 1779). Tyrosine-protein phosphatase non-receptor type 22 (Homo sapiens). recombinant LYP phosphatase, fluorescence intensity; higher % means a stronger effect. one-dose inhibition, % at 11.5 µM; IC50 in µM for titrated hits. 0.054% of 290,000 active;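 note: plate controls were vehicle with enzyme for no effect and no enzyme for full effect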
Dynein transport cytoplasmic EGFP – further read-out of Dynein transport, marked with its call; z-score; measured here: cytoplasmic GR-EGFP intensity; hits give high values
Dynein transport nuclear GR-EGFP – recorded beside Dynein transport, whose call it bears; z-score; measured here: nuclear GR-EGFP intensity;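 lower value marks the stronger effect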
Dynein transport cell count – further read-out of Dynein transport, marked with its call; z-score; measured here: cell count per field
* hit, by the source's call; nt = not tested or not shown. Cut-off read from the data, not from the text of the source, unless noted: active = inhibition above about 50%; inactive = the rest. This is a random part of the collection; overall some 2.1% were active at least once.

SMILES	AID2073	Siah-1 displacement	Dynein transport	Dynein transport cytoplasmic EGFP	Dynein transport nuclear GR-EGFP	Dynein transport cell count	human PMI inhibition	PMI inhibition	M17LAP inhibition	M1AAP inhibition	XIAP antagonists	LYP inhibition
O=C(CCCOc1ccc(Cl)cc1)N1CCOCC1	-3.1%	7.0%	-0.884	-0.222	-1.07	0.213	8.8%	8.6%	-1.5%	1.1%	-5.2%	-7.3%
COCCN(CCOC)S(=O)(=O)c1ccc(/C(O)=C(\C#N)c2nc3ccccc3[nH]2)cc1	5.6%	9.7%	1.03	-0.0224	-0.0456	-0.00933	-5.3%	-3.4%	7.5%	5.5%	-3.5%	-0.2%
CN(CC(=O)OCC(=O)NC(=O)c1cccn1C)S(=O)(=O)c1ccc(Cl)cc1	22.0%	0.8%	-1.16	2.57	-0.194	0.981	8.7%	4.6%	4.4%	23.2%	-4.4%	-6.4%
CCNS(=O)(=O)c1ccc(NC(=O)Cc2ccc(F)cc2)cc1	-2.0%	-0.1%	0.183	-0.235	0.459	0.574	-0.2%	-5.3%	3.6%	3.8%	-2.2%	-6.1%
O=C(CCCn1c(=O)[nH]c2ccsc2c1=O)N1CCN(Cc2ccc3c(c2)OCO3)CC1	17.5%	0.6%	0.886	0.0611	0.653	1.21	-9.6%	-9.4%	18.5%	2.4%	-2.4%	0.0%
CCCNC(=O)NC(=O)CSc1nc2cc(C(=O)OC)ccc2c(=O)n1-c1ccccc1	-21.7%	0.5%	2.66	-0.146	2.3	-1.15	15.9%	13.5%	5.5%	-2.6%	-7.9%	-5.4%
Nc1nonc1OCCN1CCN(c2ccc([N+](=O)[O-])c3cccnc23)CC1	-27.4%	2.9%	-0.288	-0.26	0.501	0.0213	nt	nt	4.5%	11.4%	nt	-9.2%
CC(C)OC(=O)c1cn(-c2ccccc2)nc1-c1ccc2c(c1)OCCO2	6.1%	-3.5%	0.795	0.337	0.489	0.159	16.0%	10.1%	11.9%	-2.8%	-15.9%	2.1%
N#Cc1ccc(CSc2nnc(-c3ccncc3)n2CCc2ccccc2)cc1	6.9%	2.8%	-0.0961	0.00443	0.433	-1.85	-4.3%	-3.2%	20.2%	16.3%	4.5%	-4.0%
Cc1nnc(SCC(=O)N2CCCc3ccccc32)[nH]c1=O	-4.3%	5.6%	-0.87	-0.168	-0.625	0.188	0.9%	-0.7%	19.6%	1.6%	-14.6%	-6.4%
CCC(=O)Nc1sc(C(=O)Nc2ccccc2OC)c(C)c1C(=O)OC	32.1%	-6.1%	0.569	-0.326	0.235	0.242	-6.3%	-4.7%	21.8%	3.8%	3.0%	-6.0%
Cc1ccc(S(=O)(=O)N2CCN(C(=O)CN3CCN(C)CC3)C2)cc1	19.0%	-0.5%	0.117	-0.156	0.574	-0.931	-15.3%	-7.4%	2.0%	4.3%	-5.8%	-5.6%
CC(=O)Nc1ccccc1C(=O)C(=O)NCCc1ccccc1	-7.0%	13.0%	-0.337	-0.351	-0.264	0.598	0.2%	-3.7%	7.5%	0.1%	-4.1%	-6.5%
COC(=O)[C@H](C)NC(=O)Nc1ccc(OC)c(OC)c1	-5.6%	2.4%	-0.391	-0.209	-0.344	0.65	1.5%	2.4%	-4.1%	6.2%	-3.3%	1.9%
O=C(Cc1c(Cl)cccc1Cl)OCC(=O)N1CCc2ccccc2C1	-4.1%	7.1%	0.205	-0.246	0.173	-0.919	7.0%	-1.0%	13.7%	1.1%	-3.3%	0.9%
CC(C)C(=O)Nc1ccc(NC(=O)c2ccc([N+](=O)[O-])cc2Cl)cc1	0.8%	4.0%	-0.00258	-0.138	0.0981	0.143	-2.9%	1.0%	-6.5%	1.6%	-4.1%	-1.1%
CC(C)C(=O)Nc1nc2c(c(=O)[nH]1)CCCC2	-0.9%	2.3%	-0.203	-0.197	-0.405	-0.152	-8.1%	-5.2%	3.8%	7.9%	-6.2%	-10.5%
COCC(=O)N1CCCC(CNS(=O)(=O)c2ccc(OC)cc2)C1 (stereo unspecified)	-7.1%	4.6%	1.35	-0.226	0.927	-1.2	6.8%	6.7%	0.9%	-5.7%	-1.1%	-4.8%
Cc1nc2c(C(=O)N3CCN(c4ccccn4)CC3)cnn2c(C)c1Cc1cccc(Cl)c1	-1.2%	-1.3%	0.157	-0.281	0.247	-0.132	13.6%	6.9%	-8.2%	2.6%	2.9%	-4.3%
CC(=O)NC1=NN(C(C)=O)C(C)(CS(=O)(=O)c2ccc(C)c(C)c2)S1 (stereo unspecified)	-7.4%	-3.3%	1.32	-0.299	0.541	-0.0492	-3.9%	-7.1%	6.8%	-1.0%	-1.7%	-3.8%
NC(=O)c1ccsc1NC(=O)COC(=O)C1CC2CCCC(C1)C2=O (stereo unspecified)	17.8%	9.6%	0.218	-0.22	-0.00937	-0.822	nt	nt	11.9%	3.0%	nt	-1.2%
COc1ccc(NS(=O)(=O)Cc2ccccc2)cc1OC	-3.6%	1.4%	0.992	-0.258	0.775	0.369	12.2%	3.3%	6.0%	-0.8%	-10.1%	-1.8%
Cc1cc(=O)oc(C)c1C(=O)N1CCCCC1	-7.5%	-0.5%	1.82	-0.277	1.04	-0.94	5.0%	2.3%	5.4%	2.5%	-4.5%	-7.6%
C/C(=C\c1ccccc1)CN1CCN(Cc2ccc(C)o2)C(CCO)C1 (stereo unspecified)	0.5%	3.3%	-0.297	-0.228	0.33	0.557	2.5%	1.6%	nt	nt	-4.9%	-10.9%
COc1cc(CN2CCN(Cc3ccc(C)cc3)C(CCO)C2)ccc1O (stereo unspecified)	10.5%	0.4%	0.553	-0.207	0.137	0.139	1.8%	14.3%	-0.6%	0.0%	1.4%	-3.6%

The final two entries of the part above lead into the next.
SMILES	AID2073	Siah-1 displacement	Dynein transport	Dynein transport cytoplasmic EGFP	Dynein transport nuclear GR-EGFP	Dynein transport cell count	human PMI inhibition	PMI inhibition	M17LAP inhibition	M1AAP inhibition	XIAP antagonists	LYP inhibition
C/C(=C\c1ccccc1)CN1CCN(Cc2ccc(C)o2)C(CCO)C1 (stereo unspecified)	0.5%	3.3%	-0.297	-0.228	0.33	0.557	2.5%	1.6%	nt	nt	-4.9%	-10.9%
COc1cc(CN2CCN(Cc3ccc(C)cc3)C(CCO)C2)ccc1O (stereo unspecified)	10.5%	0.4%	0.553	-0.207	0.137	0.139	1.8%	14.3%	-0.6%	0.0%	1.4%	-3.6%
Cc1nc2ccccn2c1C(=O)c1ccccc1	4.3%	-1.2%	0.659	-0.229	0.496	-0.168	6.3%	4.5%	14.2%	9.5%	-1.6%	-7.9%
Cc1ccc(C(=O)O/N=C/c2c(C(F)(F)F)nn(C)c2Sc2ccc(Cl)cc2)cc1	-2.8%	-0.9%	0.359	-0.267	0.415	0.693	7.1%	1.7%	-4.0%	-0.8%	-1.7%	-3.8%
CC(C)(C)OC(=O)N/N=C\c1ccc([N+](=O)[O-])s1	7.6%	-4.8%	-0.883	-0.117	-0.291	0.313	-50.4%	-68.4%	20.4%	4.0%	3.0%	-11.0%
CCOC(=O)c1ccc(NC(=O)CSc2nnc(CNC(=O)c3c(F)cccc3Cl)o2)cc1	-6.7%	2.1%	0.151	0.0223	0.0324	-0.232	6.0%	-2.6%	-12.6%	9.6%	-3.1%	-4.5%
Cc1cc(C)c(C)c(/C=C(/C#N)C(N)=S)c1C	-10.5%	-5.5%	-0.454	-0.173	-0.364	0.912	15.9%	6.4%	15.0%	1.9%	-7.1%	-5.2%
N#CCCn1c(SCC(=O)NCC2CCCO2)nc2ccccc21 (stereo unspecified)	-3.0%	0.5%	1.77	-0.111	1.05	-1.45	12.5%	14.6%	-3.2%	13.1%	-6.2%	-4.6%
Cc1ccc(-n2cc3ccc([N+](=O)[O-])cc3n2)cc1	-0.9%	9.2%	-0.691	-0.268	-0.477	1.03	0.0%	8.1%	6.4%	1.1%	-2.6%	-16.8%
Fc1ccc(C(c2nnnn2CCc2ccccc2)N2CCCc3ccccc32)cc1 (stereo unspecified)	-3.5%	3.5%	-0.387	-0.288	-0.367	0.707	20.5%	14.0%	1.8%	3.2%	-5.0%	10.5%
Clc1ccc(-c2noc(CN3CCOCC3)n2)cc1	-9.2%	-7.8%	-0.0487	-0.297	-0.246	0.703	nt	nt	-3.1%	-6.4%	nt	-12.9%
O=C(NN1CCOCC1)c1sc2cccc(F)c2c1Cl	-2.3%	4.9%	0.337	-0.265	0.889	-1.03	6.0%	7.0%	-8.9%	4.7%	-2.5%	-5.8%
COc1ccc(C2N(S(=O)(=O)c3ccc(C)cc3)CCN2S(=O)(=O)c2ccc(C)cc2)cc1	4.7%	-2.1%	0.645	-0.12	0.429	-0.215	-3.3%	-1.2%	4.5%	-0.5%	-5.9%	-2.2%
CC(C)NC(=O)/C(C#N)=C/c1ccc2c(c1)OCCO2	8.0%	-1.9%	-0.457	-0.23	-0.489	0.27	2.8%	4.6%	26.6%	9.2%	-3.4%	-1.2%
Cc1ccc(Sc2ncccc2/C=N/O)cc1	0.8%	-7.6%	0.296	-0.297	0.157	-0.132	7.8%	8.7%	-1.8%	5.1%	-2.2%	1.0%
COc1cc(C(=O)NC(c2ccccc2)c2ccccc2)cc(Cl)c1OC	2.7%	1.2%	-0.277	-0.24	-0.308	0.00768	15.9%	2.1%	-1.7%	1.2%	-3.0%	-0.1%
Cc1nc2nc(COc3ccccc3)[nH]n2c(=O)c1C	14.3%	1.6%	0.294	-0.265	-0.186	0.816	-8.2%	-2.0%	8.0%	1.9%	-5.9%	0.6%
Clc1ccc(COn2c(-c3ccccc3)nc3ccccc32)cc1	-4.3%	6.7%	0.0529	-0.226	-0.167	0.478	15.5%	5.1%	0.3%	12.7%	-5.5%	-4.8%
CCOC(=O)C1=C(O)/C(=C\c2ccc(O)c(OCC)c2)N=C1C	-12.6%	-2.7%	2.63	-0.19	1.27	-1.57	nt	nt	22.8%	3.7%	nt	-11.5%
Cc1ccc2nc(C)c(Cl)c(=O)n2c1	-0.1%	3.5%	-1.43	-0.271	-0.544	0.569	7.4%	1.9%	17.0%	14.6%	0.0%	-3.9%
CN1CCN(C(=S)C(=O)Nc2ccc(Br)cc2)CC1	19.8%	-4.3%	-1.07	-0.304	-0.201	1.6	8.4%	9.7%	-1.1%	1.5%	-7.0%	2.9%
Cc1sc(N/N=C/C=C/c2ccccc2)nc1-c1ccccc1	-5.0%	1.9%	1.07	-0.188	1.18	-0.436	14.9%	7.2%	11.4%	15.4%	-8.3%	-1.7%

From PubChem BioAssay
